# From PubChem
# SUMO1-SIM PPI = modulators of human SUMO1-mediated protein-protein interactions; AID 602429; SUMO1 binding to a labelled peptide, TR-FRET, 1 h; inhibition, % at 20 µM; actives 0.33% (n = 360,000); P63165; in the data active means inhibition above about 37%
# Target sequence (P63165 whole entry, looked up): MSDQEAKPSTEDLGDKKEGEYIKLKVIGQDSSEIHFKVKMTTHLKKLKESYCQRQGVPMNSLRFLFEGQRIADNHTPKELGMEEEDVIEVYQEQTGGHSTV
# NadD block = inhibitors of Staphylococcus aureus NadD; purified NadD enzyme, colorimetric absorbance read-out; inhibition, % at 20 µM; actives 0.78% (n = 360,000); AID 602399; in the data active means inhibition above about 26%; further: some compounds past the cut are filed as inactive
# Rpn11 inh = blocks the human proteasome subunit Rpn11. actives 0.59% (n = 360,000). AID 588493. calls only at 20 µM. human 26S proteasome, Ub4-pepOG fluorescence polarization; 20S core pre-blocked with epoxomicin;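 active means inhibition at 20 µM, scaled to each plate's controls, above about 33%, limit read from the data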
# Scp-1 inhibitor = inhibitors of human Scp-1 phosphatase. Recombinant Scp1, phosphopeptide, malachite green phosphate absorbance. actives 0.88% (n = 340,000). inhibition, % at 20 µM;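 active means inhibition above about 50% at 20 µM, limit read from the data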;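 further: plate controls were DMSO wells with enzyme for no effect and wells lacking enzyme for full effect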
# Target sequence (Q9GZU7 76-261 limits assumed): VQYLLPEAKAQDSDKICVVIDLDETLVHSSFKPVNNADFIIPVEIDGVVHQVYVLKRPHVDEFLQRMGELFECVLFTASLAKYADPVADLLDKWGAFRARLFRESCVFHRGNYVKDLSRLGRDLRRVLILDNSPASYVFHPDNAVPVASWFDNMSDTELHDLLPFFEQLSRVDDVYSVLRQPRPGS
#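 Assay system: SCP-1 catalytic fragment, aa 76-261 | Buffer or medium: Tris acetate buffer pH 5.5 with MgCl2 and Tween-20 | Compound: One concentration, 20 µM, with 1.0% DMSO | Also added: Phospho 17-mer peptide substrate | Signal: Absorbance at 630 nm | Incubation: 45 min enzyme reaction at room temperature | Measure: % inhibition of SCP-1 phosphate liberation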
# Neddyl block = cullin neddylation inhibition | P61081+Q13564 | TR-FRET cullin neddylation, biochemical | calls only at 25 µM | actives 0.58% (n = 360,000) | AID 651699; in the data active means inhibition above about 36%
# STEP inh = inhibitors of human striatal-enriched phosphatase STEP; recombinant STEP, OMFP fluorogenic substrate, fluorescence; inhibition, % at 20 µM; actives 0.25% (n = 360,000);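 active means inhibition at 20 µM, scaled per plate between control wells, above about 37%, limit read from the data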;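 further: 0% = DMSO with enzyme and substrate and 100% = substrate only without enzyme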
# Target sequence (P54829 whole entry, looked up): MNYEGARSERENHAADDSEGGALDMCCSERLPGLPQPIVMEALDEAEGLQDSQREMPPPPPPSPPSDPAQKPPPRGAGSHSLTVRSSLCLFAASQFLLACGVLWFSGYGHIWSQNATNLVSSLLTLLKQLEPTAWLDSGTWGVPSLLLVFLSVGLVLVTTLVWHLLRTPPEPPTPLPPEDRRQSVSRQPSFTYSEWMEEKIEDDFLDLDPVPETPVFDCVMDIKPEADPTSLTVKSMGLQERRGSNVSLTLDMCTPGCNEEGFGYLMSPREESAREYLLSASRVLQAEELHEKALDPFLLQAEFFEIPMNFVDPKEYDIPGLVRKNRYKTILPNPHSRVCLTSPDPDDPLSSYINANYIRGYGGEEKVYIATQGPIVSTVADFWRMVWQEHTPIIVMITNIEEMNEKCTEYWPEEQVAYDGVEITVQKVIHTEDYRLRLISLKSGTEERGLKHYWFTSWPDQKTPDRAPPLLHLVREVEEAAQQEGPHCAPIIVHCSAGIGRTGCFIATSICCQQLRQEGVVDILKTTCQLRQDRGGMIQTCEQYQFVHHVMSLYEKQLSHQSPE
#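 Also added – OMFP at 25 µM · Test system – STEP tyrosine phosphatase · Technique – FITC-channel fluorescence of OMFP product · Schedule – 20 min at room temperature, dark · Evaluation – control-normalized % inhibition with plate pattern correction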
# DNMT1 block = blocks human DNA methyltransferase DNMT1. actives 0.83% (n = 360,000). inhibition (reported as % activation of signal), % at 10 µM. P26358. DNMT1 molecular beacon, Hinp1I cleavage, fluorescence. AID 588458; in the data active means inhibition above about 50%
# LMPTP inh = LMPTP (human) inhibition. recombinant LMPTP-A, OMFP fluorogenic substrate, fluorescence intensity. inhibition, % at 20 µM. actives 0.22% (n = 360,000). AID 651560;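 active means compounds that cut the enzyme signal by at least half of the control window in the single-dose screen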;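 further: plate controls were DMSO wells with enzyme plus substrate for no effect and substrate without enzyme for full effect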
# Target sequence (P24666 whole entry, looked up): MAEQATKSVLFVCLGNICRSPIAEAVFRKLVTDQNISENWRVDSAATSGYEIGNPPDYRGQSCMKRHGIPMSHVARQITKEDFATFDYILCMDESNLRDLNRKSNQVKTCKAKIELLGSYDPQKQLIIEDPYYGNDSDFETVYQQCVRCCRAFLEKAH
#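 Buffer or medium: Bis-Tris pH 6.0, DTT, detergent; Assay system: LMPTP-A enzyme; Quantity: 0.625 nM enzyme; Detection: endpoint fluorescence intensity; Times: 50 min dark incubation at room temperature; Controls: substrate-only low control, DMSO enzyme-plus-substrate high control; Doses: single 20 µM dose; Read-out: percent inhibition versus substrate-only and uninhibited controls; Reagent: 400 µM OMFP.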
# CSN deneddyl inh = blocks human CSN-mediated cullin deneddylation | Q92905 | Purified CSN, SCF-Nedd8-OG deneddylation, fluorescence polarization | inhibition, % at 12.5 µM | actives 0.38% (n = 360,000);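 active means pattern-corrected inhibition above about 35%, with an unprinted fluorescence ratio check between 0.5 and 1.5, limit read from the data, passing the limit was not always enough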;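 further: 0% = enzyme with substrate and 100% = substrate without enzyme; some results filed as inactive read as strong as hits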
#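 test system = HEK293T-derived human Csn5 enzyme | amount = 0.24 nM Csn5 enzyme, final concentration | medium = Tris/NaCl/DTT buffer, pH 7.5 | schedule = 90 min reaction at room temperature | signal = FP | evaluation = inhibition of Csn5 cleavage, % | compound dosing = single dose of 12.5 µM compound with 0.25% DMSO | probe or stimulus = 10 nM SCFSkp2-Nedd8OG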
# Rin1 Abl inh = inhibitors of human Rin1-Abl protein interaction | P00519+Q13671 | TR-FRET Rin1/Abl binding, biochemical | inhibition, % at 7.35 µM | actives 0.4% (n = 360,000); in the data active means inhibition above about 5%, passing the limit was not always enough
# * marks the source's active call; other numbers are inactive results; i = inactive; x = no result given. The order is random; any-hit rate near 3.8%.
# The line under a structure holds: SUMO1-SIM PPI	NadD block	Rpn11 inh	Scp-1 inhibitor	Neddyl block	STEP inh	DNMT1 block	LMPTP inh	CSN deneddyl inh	Rin1 Abl inh
- Nc1cc(=O)[nH]c(SCC(=O)NC2CCCCCCC2)n1
  1	0	i	3	i	0	1	2.6	1	1
- Cc1ccc(C)c(C(=O)COC(=O)c2ccccc2N2C(=O)C3C4CCC(C4)C3C2=O)c1 (stereo not given)
  1	-3	i	-9	i	0	-6	0.2	2	0
- O=C1CCCc2ccccc2N1Cc1ccc(Cl)cc1
  1	-3	i	-15	i	1	-1	-3.2	-4	2
- CN(Cc1cc(Cl)cc(Cl)c1O)Cc1c(O)ccc2ccccc12
  6	4	i	-10	i	-2	-10	0.9	-1	1
- CCC(C)NC(=O)Cn1nc(Cc2ccncc2)c2ccccc2c1=O (stereo not given)
  2	-1	i	-7	i	-4	1	-1.2	-1	0
- COc1cc2ccc(C(C)=O)cc2cc1OC
  -10	-7	i	x	x	0	3	-0.9	-4	-2
- CCC(=O)Nc1ccc(NC(=S)NC(=O)Cc2ccccc2)cc1
  4	-6	i	-7	i	-4	0	-0.7	-8	0
- O=C(CSCc1ccccc1)Nc1cc([N+](=O)[O-])ccc1F
  -11	5	i	0	i	0	-9	2.5	6	-2
- CCCOc1ccc(S(=O)(=O)N2CCCC2)cc1[N+](=O)[O-]
  -3	-5	i	9	i	6	1	1.1	-7	-1
- O=C(O)c1ccc(NC(=O)c2cccc(S(=O)(=O)Nc3ccc(C(=O)O)cc3)c2)cc1
  6	-3	i	-11	i	0	2	-3.5	4	-1
- COc1c(Cl)cc(C(=O)Nc2ccccc2C(=O)O)cc1Cl
  16	-2	i	-10	i	-1	-1	0.5	-2	1
- COc1ccc(NC(=O)COC(=O)CCC(=O)c2cccs2)cc1OC
  -1	7	i	-7	i	1	-2	0.0	-2	1
- C=CCn1c(N)cc(=O)nc1SCC(=O)NC(C)c1ccccc1 (stereo not given)
  -5	-4	i	-6	i	2	1	0.4	-1	1
- O=C(O)C1CC=CCC1C(=O)NCCCN1CCCC1=O (stereo not given)
  -4	-6	i	-6	i	4	2	-0.8	4	6
- COC(=O)CSc1nnc2n(-c3ccc(OC)cc3)c(=O)c3c4c(sc3n12)CCCCC4
  -2	16	i	-4	i	-2	-2	0.5	-5	0
- CCOc1cc(/C=C2\N=C3CCCCCN3C2=O)ccc1O
  -46	-6	x	0	i	2	0	0.8	58*	-2
- CCOCCc1nnc(NC(=O)CCS(=O)(=O)c2ccccc2)s1
  5	-1	i	4	i	4	8	-0.6	-5	4
- COc1ccc(N2CCN(C(=O)CN3C(=O)NC4(CCCc5ccccc54)C3=O)CC2)cc1 (stereo not given)
  -6	-3	i	-1	i	0	1	-0.2	0	-1
- COc1ccc(OC)c(C2C(C(C)=O)=C(O)C(=O)N2CCc2ccc(OC)c(OC)c2)c1 (stereo not given)
  -6	2	i	-3	i	4	3	-0.1	-3	-2
- CC(OC(=O)c1cccnc1Cl)C(=O)NC1CCCCC1 (stereo not given)
  -2	-3	i	x	i	2	4	0.4	0	3
- COc1cccc(CN(C)C(=O)c2cc(COc3ccc4ncccc4c3)on2)c1
  0	-4	i	-3	i	0	4	2.8	0	-1
- NC(=O)c1ccc(NC(=O)CN2CCN(c3ccc(Cl)cc3)CC2)cc1
  -1	-3	i	-3	i	3	-1	-0.9	5	-2
- COc1cccc2c1C(CCCC(=O)O)CCC2 (stereo not given)
  1	-5	i	-5	i	-6	1	-0.5	0	1
- CCOc1ccccc1NC(=O)CCNC(=O)c1ccco1
  4	1	i	4	i	2	1	0.0	3	1
- CC(Cl)c1cc(-c2ncc(C(F)(F)F)cc2Cl)no1 (stereo not given)
  -4	-2	i	-1	i	-2	1	0.1	1	1
- Cn1cc(Br)c(C(=O)NC(=S)N2CCN(c3ccccn3)CC2)n1
  2	-4	i	-8	i	-3	3	-2.7	6	-1
- Nc1nc(Nc2ccccc2)nc(NC2CCCCC2)c1[N+](=O)[O-]
  -10	0	i	7	i	1	-4	1.0	3	2
- CCOc1ncccc1C(=O)Nc1ccc2c(c1)OCCCO2
  3	-5	i	2	i	1	0	1.2	-2	5
- c1ccc2[nH]c(CCCc3nc4ccccc4[nH]3)nc2c1
  2	-5	i	-3	i	-1	-2	0.7	4	2
- CN(C(=O)CSc1ncnc2ccccc12)C1CCCCC1
  4	1	i	0	i	-1	0	-0.1	4	-5

# 3 entries already listed, sorted by the value under DNMT1 block, descending:
SMILES	DNMT1 block
CC(OC(=O)c1cccnc1Cl)C(=O)NC1CCCCC1 (stereo not given)	4
COc1cccc2c1C(CCCC(=O)O)CCC2 (stereo not given)	1
CN(C(=O)CSc1ncnc2ccccc12)C1CCCCC1	0

# Additional records follow.
# The line under a structure holds: SUMO1-SIM PPI	NadD block	Rpn11 inh	Scp-1 inhibitor	Neddyl block	STEP inh	DNMT1 block	LMPTP inh	CSN deneddyl inh	Rin1 Abl inh
- O=C(Nc1ccc2c(c1)OCO2)c1ccc(Br)o1
  1	-4	i	-10	i	-1	-9	0.7	0	-1
- COc1ccc(-c2noc(CCCC(=O)N3CCN(c4cc(C)ccc4C)CC3)n2)cc1
  42*	5	i	4	i	7	-3	5.5	-3	-3
- CC(C)NC(=O)c1ccc(-c2cc(C(F)(F)F)ccc2Cl)o1
  2	-2	i	-4	i	0	6	-1.2	3	-3
- Cc1ccc(S(=O)(=O)N(OCc2ccccc2)C(C)C(=O)O)cc1 (stereo not given)
  3	2	i	-11	i	1	2	-2.8	1	-1
- Cc1ccc(Cn2nnc(C(=O)Nc3cc(C)ccc3C)c2N)cc1
  -1	-6	i	-13	i	-1	-2	1.3	0	-1
- CC(=O)N1C(=O)C2(C(C#N)=C(N)Oc3cc(C)oc(=O)c32)c2ccccc21 (stereo not given)
  0	6	i	-2	i	-2	3	-1.9	3	-4
- Cc1cc(=O)oc(C)c1C(=O)OCC(=O)c1ccc2ccccc2c1
  -21	-4	i	-3	i	-1	-6	2.0	1	-3
- COc1cccc(CC(NC(C)=O)C(=O)NC2CCN(c3nc(C)cc(C)c3C#N)CC2)c1 (stereo not given)
  1	-3	i	-5	i	0	-2	-1.2	0	-3
- COc1ccc2c(c1)c(C(=O)CN1CCOCC1)c(C)n2C
  -3	7	i	-5	i	2	-1	1.2	-2	-2
- COc1ccc(NC(=O)c2ccc(S(=O)(=O)N3CC(C)CC(C)C3)cc2)cc1S(N)(=O)=O (stereo not given)
  2	-1	i	-9	x	-3	-17	-0.7	-3	3
- COc1ccc(N=C2C(=Nc3ccc(OC)cc3)N(c3ccc(OC)cc3)C(=S)N2C)cc1
  -8	7	i	7	i	4	-18	4.9	-2	1
- CCN(CC)CCNc1nc2nonc2nc1NCCN(CC)CC
  -20	-6	i	9	i	-1	-3	-1.9	6	-1
- Cc1ccc(S(=O)(=O)NCCNC(=O)c2nonc2N)cc1
  -3	-1	i	-12	i	-2	4	-2.8	-17	0
- CC(=O)Oc1ccc(-c2cccc(C(=O)Oc3ccccc3)c2)cc1
  2	0	i	-10	i	-1	1	1.9	-5	2
- COc1cc(OC)nc(Nc2nc(CN)cs2)n1
  1	-1	i	x	i	4	0	-0.1	-4	-2
- CCN(CC)S(=O)(=O)c1ccc(C(=O)Nc2c3c(nn2C(C)(C)C)CS(=O)(=O)C3)cc1
  1	13	i	-13	i	-1	0	-1.4	-1	0
- Fc1ccc(OCc2nc3ccccc3s2)cc1
  -1	-3	i	-3	i	11	0	-1.9	0	-3
- COC(=O)c1ccc(Oc2nc(Nc3ccccc3)nc(N(C)C)n2)cc1
  4	7	i	0	i	-2	-5	3.9	-4	-1
- O=C1CC(NNc2nc3ccccc3s2)C(=O)N1c1ccc(F)cc1 (stereo not given)
  1	-3	i	-3	i	-1	0	0.1	-4	-1
- CC(=O)NCC(=O)N1CCC(n2nccc2NC(=O)CCCc2ccccc2)CC1
  6	3	i	-10	i	2	2	0.1	0	1
- Cc1nnc2n(c1=O)C(CS(=O)(=O)c1ccccc1)CS2 (stereo not given)
  -4	-2	i	-13	i	0	-11	1.1	2	-4
- CCOC(=O)c1c(C)[nH]c(C(=O)COC(=O)c2oc3ccc(OC)cc3c2C)c1C
  1	0	i	-7	i	3	4	-1.8	3	0
- N#Cc1cccc(C(=O)OCC(=O)N2CCCc3ccccc32)c1
  5	-7	i	-5	i	1	2	0.9	3	3
- N#C/C(=C(/O)COC(=O)c1ccc(O)cc1)c1nc2ccccc2[nH]1
  6	-4	i	-12	i	2	-2	-1.9	5	0
- CN(CC1CCCO1)S(=O)(=O)c1ccc(C(=O)Nc2nnc(-c3ccccc3)o2)cc1 (stereo not given)
  0	12	i	-20	i	0	1	0.1	0	2
- CCc1nc2ccc(C(=O)Nc3ccc(OC)c(OC)c3)cn2c1N(C)Cc1nccs1
  -3	7	i	x	i	-3	2	0.7	-2	1
- CN(C)S(=O)(=O)c1ccc(C(=O)Nc2ccn(C)n2)cc1
  1	-6	i	-7	i	0	0	-1.2	2	2
- Cc1ccc(-n2nc3c(=O)n(CCCC(=O)NCCN4CCN(C)CC4)nc(C)c3c2C)cc1
  1	-7	i	42	i	-1	1	-1.6	1	4
- Cc1ccc(C)c(OCC(=O)NNC(=O)c2ccc(=O)[nH]c2)c1
  2	-1	i	-8	i	-2	0	0.0	1	1
- O=C(CN1CCCCCC1=O)OCc1ncc(-c2ccccc2)o1
  3	6	i	-1	i	-1	-1	-1.7	2	-1

# The results go on:
# The line under a structure holds: SUMO1-SIM PPI	NadD block	Rpn11 inh	Scp-1 inhibitor	Neddyl block	STEP inh	DNMT1 block	LMPTP inh	CSN deneddyl inh	Rin1 Abl inh
- CC(C)(C)c1ccc(C(=O)N2CCC(C(=O)NCc3ccco3)CC2)cc1
  4	6	i	3	i	2	-1	-0.2	0	-3
- O=C(COC(=O)C1CC2C=CC1C2)Nc1ccc([N+](=O)[O-])cc1 (stereo not given)
  -26	-3	i	-16	i	1	-2	0.9	0	1
- C[C@@H]1CN([C@@H](C)CO)S(=O)(=O)c2ccc(Br)cc2O[C@H]1CN(C)C(=O)C1CCC1
  2	-3	i	x	i	3	4	-2.2	-1	-2
- O=C(O)c1ccc(CN2C(=O)c3cccc4c([N+](=O)[O-])ccc(c34)C2=O)cc1
  -11	-1	i	25	i	3	21	0.1	-2	3

# Some of the entries so far, as tab-separated lines:
Structure	SUMO1-SIM PPI	NadD block	Rpn11 inh	Scp-1 inhibitor	Neddyl block	STEP inh	DNMT1 block	LMPTP inh	CSN deneddyl inh	Rin1 Abl inh
CC(C)(C)c1ccc(C(=O)N2CCC(C(=O)NCc3ccco3)CC2)cc1	4	6	i	3	i	2	-1	-0.2	0	-3
O=C(COC(=O)C1CC2C=CC1C2)Nc1ccc([N+](=O)[O-])cc1 (stereo not given)	-26	-3	i	-16	i	1	-2	0.9	0	1
C[C@@H]1CN([C@@H](C)CO)S(=O)(=O)c2ccc(Br)cc2O[C@H]1CN(C)C(=O)C1CCC1	2	-3	i	x	i	3	4	-2.2	-1	-2
